Bioassay records: PubChem BioAssay, several laboratories
OX1R antag: antagonists of human orexin 1 receptor (OX1R). O43613. OX1R-expressing cells, FRET antagonist read-out. inhibition, % at 6.6 µM. actives 1.8% (n = 330,000). AID 485270; in the data active = inhibition mostly above about 38%, no sharp cut-off; inactive = mostly below about 40%;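 also: 0% = agonist challenge alone and 100% = reference antagonist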
KCNQ2 inh: KCNQ2 potassium channel inhibitors, primary screen, cell-based, CHO-K1, FluxOR thallium flux, B-score (AID 2156) | 20 min; hits give low values | actives 1.1% (n = 310,000) | B-score at 10 µM | O88943;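 active = fluorescence ratio B-score at most minus 3 library SDs, with starting brightness B-score within 2 library SDs, cut at about -5.5 in these data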
Target sequence (O88943 whole entry, looked up): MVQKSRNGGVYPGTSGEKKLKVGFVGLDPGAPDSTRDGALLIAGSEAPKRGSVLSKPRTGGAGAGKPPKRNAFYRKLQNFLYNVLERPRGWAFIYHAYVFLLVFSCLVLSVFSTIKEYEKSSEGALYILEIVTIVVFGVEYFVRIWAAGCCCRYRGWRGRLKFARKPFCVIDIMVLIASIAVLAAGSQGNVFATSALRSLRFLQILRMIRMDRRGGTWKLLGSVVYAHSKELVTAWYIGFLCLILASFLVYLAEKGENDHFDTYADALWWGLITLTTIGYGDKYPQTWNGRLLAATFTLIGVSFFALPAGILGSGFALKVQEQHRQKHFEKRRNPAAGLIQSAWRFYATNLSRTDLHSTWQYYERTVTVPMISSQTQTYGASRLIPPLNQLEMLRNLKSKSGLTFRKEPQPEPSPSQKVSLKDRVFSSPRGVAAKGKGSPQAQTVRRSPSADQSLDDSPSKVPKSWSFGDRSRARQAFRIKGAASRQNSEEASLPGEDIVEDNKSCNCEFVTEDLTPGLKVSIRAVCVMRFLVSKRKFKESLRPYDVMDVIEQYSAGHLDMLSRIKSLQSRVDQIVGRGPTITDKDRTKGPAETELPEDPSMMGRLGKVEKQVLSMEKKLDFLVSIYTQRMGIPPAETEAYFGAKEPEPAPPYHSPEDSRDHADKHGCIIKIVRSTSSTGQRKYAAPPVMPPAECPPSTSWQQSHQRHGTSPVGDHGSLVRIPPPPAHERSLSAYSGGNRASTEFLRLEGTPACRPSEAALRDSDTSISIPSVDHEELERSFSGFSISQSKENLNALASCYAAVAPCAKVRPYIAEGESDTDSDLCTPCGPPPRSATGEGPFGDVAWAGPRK
STK33 kinase inh: blocks human STK33 kinase activity. AID 2661. actives 0.073% (n = 320,000). purified STK33, MBP phosphorylation, ADP-Glo luminescence. inhibition, % at 10 µM;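 active = inhibition at or above 25%, using the most active replicate where run in duplicate; inactive = inhibition below 25%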
* hit, by the source's call; i = inactive; . = no result given.

No. | Structure | OX1R antag | KCNQ2 inh | STK33 kinase inh
1 | COc1ccc(C(c2nnnn2Cc2cccs2)N2CCN(c3ccccc3)CC2)cc1OC (stereo not given) | 18 | i | 1.3
2 | O=c1c2ccccc2nc2n1CCCN2 | 5 | i | 0.9
3 | Nc1ccccc1Sc1cc(Cl)nnc1Cl | 4 | i | 0.1
4 | CCn1c(=O)cc(SCC(=O)NCCC2=CCCCC2)c2ccccc21 | 34 | i | -0.8
5 | COc1ccccc1N1CCN(C(=O)c2cccc(S(=O)(=O)NCc3cccnc3)c2)CC1 | 7 | . | -0.8
6 | COc1ccccc1/C=C/C(=O)OCC(=O)NC1CCCCCCC1 | 5 | . | -1.6
7 | COC(=O)c1ccc(COC(=O)c2ccc(-n3cnnn3)cc2)o1 | 13 | i | -1.9
8 | O=C(CCNS(=O)(=O)c1cccc2nsnc12)N1CC(=O)N(CCc2ccccc2)C(=O)C1 | 34 | i | -2.2
9 | COc1cccc(-c2nnc(SCC(=O)OC(C)C)n2Cc2ccco2)c1 | 26 | i | 0.2
10 | COc1ccccc1Oc1ccc(NC(=O)Cc2ccccc2)cc1 | 5 | i | -0.4
11 | CCOC(=O)N1CCN(C(=O)c2cc3c(=O)n4cccc(C)c4nc3s2)CC1 | 10 | i | -4.8
12 | O=C(O)CCCC(=O)Nc1ccn(-c2ccccc2)n1 | 1 | i | -0.6
13 | COc1ccc(N2CCN(Cc3nc(Cc4cccc(F)c4)no3)C(C)C2)cc1 (stereo not given) | 16 | i | -0.5
14 | CC(C)(C)C1CCc2c(C(=O)NNC(=O)/C=C/C(=O)O)csc2C1 (stereo not given) | -2 | i | -1.4
15 | COc1ccccc1-n1c(SC)nc(O)cc1=O | 12 | i | -2.4
16 | Cc1c(Cl)cccc1NC(=O)c1ncn[nH]1 | 21 | i | -1.1
17 | Cc1cc(C(=O)OC(C)C(=O)NC2CCCCC2)c(C)o1 (stereo not given) | 4 | . | -1.4
18 | COc1cc(/C=N/NC(=O)c2cccc(S(=O)(=O)N3CCOCC3)c2)cc(OC)c1O | 3 | i | -1.4
19 | Cn1cnnc1SCC(=O)Nc1cccc(S(=O)(=O)N2CCCCCC2)c1 | 9 | i | .
20 | CC(C)n1nnnc1SCC(=O)N1CCOCC1 | 11 | i | -2.1
21 | C/C=C/C=C/C(=O)[C@@H]1[C@@H]([C@]2(C)OC(=O)C(C)=C2O)[C@H]2/C(=C(O)/C=C/C=C/C)C(=O)[C@]1(C)C(=O)C2(C)O (stereo not given in full) | 16 | i | 1.0
22 | COC(=O)c1sccc1NC(=O)/C=C/c1ccc(Cl)cc1Cl | 2 | i | -0.9
23 | Cc1nn(CC(=O)O)c(C)c1Cl | -1 | i | 0.0
24 | CS(=O)(=O)Cc1ccc(C(=O)N(CCc2ccccc2)Cc2ccccc2)cc1 | 12 | i | -1.5
25 | Cc1cccc2cc(CNC3CCCC3)c(Cl)nc12 | -9 | i | 1.4
26 | O=C(CN1CCOCC1)Nc1nc(-c2ccc3c(c2)CCN3S(=O)(=O)c2ccccc2)cs1 | 53 | i | -2.8
27 | COc1ccc2c(c1)C1(Nc3ccccc3C(=O)N1c1ccccc1)C(=O)N2 (stereo not given) | 3 | i | 0.1
28 | Fc1ccc(-c2nc3ccncc3[nH]2)cc1 | 25 | i | 5.5
29 | O=C(CSc1nnc(CNC(=O)c2ccccc2)o1)NCc1ccco1 | 3 | i | -0.9
30 | CCn1c(SCc2nc3cc(OC)c(OC)cc3c(=O)[nH]2)nc2ccccc21 | 26 | i | -2.6
31 | NC(=O)C1CCN(C(=O)CN(c2ccc3c(c2)OCCO3)S(=O)(=O)c2ccccc2)CC1 | 8 | i | .
32 | CCN(CC)C(=O)CSc1nc(-c2ccco2)cc(C(F)(F)F)c1C#N | 12 | i | 0.0
33 | O=C(O)c1cccc(S(=O)(=O)N2CCSCC2)c1 | 1 | i | -0.7
34 | Cc1ccc(S(=O)(=O)CCC(=O)NCCN2C(=O)S/C(=C\c3ccccc3)C2=O)cc1 | 37 | i | 0.3
35 | Cc1ccc(-n2ncc(N(C)C)c(Cl)c2=O)cc1 | 50 | i | -1.2
36 | O=C(c1ccco1)N1N=C(c2ccc(Br)cc2)CC1c1ccco1 (stereo not given) | 4 | . | -0.3
37 | O=[N+]([O-])c1ccc(S(=O)(=O)Nc2ccc(S(=O)(=O)N3CCCC3)cc2)cc1 | 13 | i | -1.5
38 | CC(=O)Nc1ccc2nc(CN3CCC(CO)(CCc4ccccc4)CC3)ccc2c1 | 8 | i | 0.0
39 | COC(=O)CCN(C(=O)c1ccc([N+](=O)[O-])cc1)c1ccccn1 | 34 | i | -1.4
40 | CC(CN1C(C)CCCC1C)OC(=O)c1ccc(Cl)cc1Cl (stereo not given) | 12 | i | 0.7

Compounds 22 through 34, reprinted for reference:
No. | Structure | OX1R antag | KCNQ2 inh | STK33 kinase inh
22 | COC(=O)c1sccc1NC(=O)/C=C/c1ccc(Cl)cc1Cl | 2 | i | -0.9
23 | Cc1nn(CC(=O)O)c(C)c1Cl | -1 | i | 0.0
24 | CS(=O)(=O)Cc1ccc(C(=O)N(CCc2ccccc2)Cc2ccccc2)cc1 | 12 | i | -1.5
25 | Cc1cccc2cc(CNC3CCCC3)c(Cl)nc12 | -9 | i | 1.4
26 | O=C(CN1CCOCC1)Nc1nc(-c2ccc3c(c2)CCN3S(=O)(=O)c2ccccc2)cs1 | 53 | i | -2.8
27 | COc1ccc2c(c1)C1(Nc3ccccc3C(=O)N1c1ccccc1)C(=O)N2 (stereo not given) | 3 | i | 0.1
28 | Fc1ccc(-c2nc3ccncc3[nH]2)cc1 | 25 | i | 5.5
29 | O=C(CSc1nnc(CNC(=O)c2ccccc2)o1)NCc1ccco1 | 3 | i | -0.9
30 | CCn1c(SCc2nc3cc(OC)c(OC)cc3c(=O)[nH]2)nc2ccccc21 | 26 | i | -2.6
31 | NC(=O)C1CCN(C(=O)CN(c2ccc3c(c2)OCCO3)S(=O)(=O)c2ccccc2)CC1 | 8 | i | .
32 | CCN(CC)C(=O)CSc1nc(-c2ccco2)cc(C(F)(F)F)c1C#N | 12 | i | 0.0
33 | O=C(O)c1cccc(S(=O)(=O)N2CCSCC2)c1 | 1 | i | -0.7
34 | Cc1ccc(S(=O)(=O)CCC(=O)NCCN2C(=O)S/C(=C\c3ccccc3)C2=O)cc1 | 37 | i | 0.3

(continued)
No. | Structure | OX1R antag | KCNQ2 inh | STK33 kinase inh
41 | CN(C)CCCN(C(=O)c1cccs1)c1nc2cc3c(cc2s1)OCO3 | 1 | i | -0.9
42 | Cc1ccc(NC(=O)Cn2c(-c3ccc(F)cc3)cnc2SCC(=O)Nc2c(C)cccc2C)cc1 | 4 | i | -1.0
43 | O=C1c2sc3nc4c(c(=O)n3c2C(=O)N1c1ccccc1)CCC4 | 9 | i | 0.1
44 | Cc1ccc(NS(=O)(=O)c2cc(C(=O)N3CCCC3)ccc2C)cc1C | 11 | i | -1.2
45 | Cc1ccc(NC(=O)c2cc(-c3cccs3)nc3ccccc23)nc1 | 36 | i | 1.7
46 | COCCCNCC(=O)c1c(N)n(Cc2ccccc2)c(=O)n(C)c1=O | 8 | i | -2.2
47 | CCOC(=O)C1=C(O)C(=O)N(Cc2ccc(C(C)(C)C)cc2)CC1 | 14 | i | 0.2
48 | CSc1ccccc1OCc1cc(C(=O)N2CCNC(=O)C2)no1 | 16 | i | 0.1
49 | CCC1CCc2sc(C(=O)N(C)CC(=O)Nc3ccc(OC)cc3)cc2C1 (stereo not given) | 23 | i | .
50 | CC(C)CN(C(=O)COC(=O)c1c2c(nc3ccccc13)CCC2)c1c(N)n(Cc2ccccc2)c(=O)[nH]c1=O | -7 | i | -1.2
51 | OCCNCCCCCOc1ccc(F)cc1 | 8 | i | -1.3
52 | Clc1ccc(-c2nnc(NCCN3CCCC3)c3ccccc23)cc1 | 8 | i | 0.4
53 | COC(=O)C(Cc1ccccc1)NC(=O)CNS(=O)(=O)c1ccc(Br)cc1 (stereo not given) | 11 | i | -0.8
54 | COc1cc(CNCCCN2CCOCC2)ccc1OCC(=O)Nc1cccc(C(F)(F)F)c1 | 10 | i | 0.8
55 | CCN1C(=O)c2cccc3c(S(=O)(=O)N4CCC(C)CC4)ccc1c23 | 3 | . | -0.3
56 | Cc1cccc(NC(=O)CCN2C(=O)C3C4CCC(C4)C3C2=O)c1C (stereo not given) | -10 | i | -2.6
57 | Cc1ccc(S(=O)(=O)NCCCC(=O)C=[N+]=[N-])cc1 | 8 | . | 0.4
58 | COc1ccc(CN(CCC(c2ccc(F)cc2)C2CCOC(C)(C)C2)C(=O)c2ccco2)cc1 (stereo not given) | 14 | -5.8* | -5.7
59 | Cc1nn(C)c(-c2n[nH]c(=S)n2Cc2ccco2)c1Cl | 27 | i | 0.3
60 | CS(=O)(=O)N(CC(=O)NCc1cccnc1)Cc1ccc(Cl)cc1 | -12 | i | 0.5
61 | Cc1ccccc1NC(=O)c1cc(S(=O)(=O)N2CCOCC2)ccc1F | 47* | i | -0.3
62 | COc1ccc(-c2noc(CNC(=O)c3ccc4c(c3)OCO4)n2)cc1OC | 7 | i | 0.3
63 | COc1ccc(C(=O)NCCNc2nc3cc(C)c(C)cc3cc2C)cc1 | 8 | i | -0.4
64 | O=C(c1ccc(Cl)cc1)N1CCC(=O)N(C(CO)Cc2ccccc2)CC1 (stereo not given) | 17 | i | -2.0
65 | CC[C@@]12C(=O)N(c3cccc(Br)c3)C(=O)N1[C@H](c1cccc(C)c1)[C@@H]1C(=O)N(Cc3ccccc3)C(=O)[C@@H]12 | 13 | i | -1.5
66 | CSc1nnc(C(C)(C)C)c(=O)n1/N=C/c1ccccc1O | 5 | i | -1.1
67 | C/C(=N\NC(=O)C1CCCC1)c1ccc(C(C)C)cc1 | 13 | i | 0.1
68 | O=c1oc2cc(Oc3ccc(C(F)(F)F)cc3[N+](=O)[O-])ccc2c2c1CCC2 | 6 | i | -1.3
69 | Cc1ccc(OCCOCCn2ccnc2)c(Br)c1 | 10 | i | -4.5
70 | Cn1c(Cc2cccc3ccccc23)nnc1SCC(=O)N1CCN(c2ccccc2)CC1 | 7 | i | 0.7
71 | COc1ccccc1CN1CCCC(N2CCN(c3ccc(F)cc3)CC2)C1 (stereo not given) | 16 | i | 0.8
72 | O=S(=O)(NCc1ccccc1)c1ccc(Br)c2nsnc12 | 31 | i | -1.7
73 | CC1=C(C(=O)N2CCCC(N3CCN(c4ccccc4F)CC3)C2)OCCO1 (stereo not given) | 31 | i | -0.9
74 | Cc1noc(C)c1COc1ccc(C(=O)OCC(=O)NCc2ccccc2Cl)cc1 | 11 | -6.5* | -0.5
75 | Cc1cccc(CNc2ccc(C(CC(N)=O)NC(=O)Cc3cccc4ccccc34)cc2[N+](=O)[O-])c1 (stereo not given) | 11 | i | -0.7
76 | CN(C)c1ccc(-c2nn3c(-c4cccnc4)nnc3s2)cc1 | 20 | i | -1.2
77 | Cc1cc(C)c2nc(N3CCC(C(=O)N4CCN(c5ncccn5)CC4)CC3)sc2c1 | 7 | i | 2.8
78 | CCc1ccc(C2=NN(CCC(=O)NC3CC3)C(=O)CC2)cc1 | 0 | i | 0.4
79 | COc1ccc(NC(=O)c2ccc(S(=O)(=O)N3CCOCC3)cc2)c(OC)c1 | 3 | i | -1.0
80 | CC(C)Cn1c(=O)c2c(nc3n2CCCN3Cc2ccccc2)n(C)c1=O | -8 | i | 1.4
81 | COCCN(C(=O)CN1CCc2ccccc21)c1c(N)n(Cc2ccccc2)c(=O)[nH]c1=O | 1 | . | 1.3
82 | CCOC(=O)c1nnc2c(Br)c(-c3ccccc3)nn2c1C | 12 | i | -1.8
83 | Cc1cc(C)nc(N2CCCC(C(=O)NCCc3ccccc3F)C2)n1 (stereo not given) | 12 | i | 0.8
84 | COC(=O)c1cn(C(C)C(=O)NCc2ccco2)c2ccccc12 (stereo not given) | 21 | i | -1.2
85 | COc1cccc(CN2CCNC(=O)C2CC(=O)NCCc2nc(C)c(C)s2)c1OC (stereo not given) | 9 | i | -1.4
86 | COc1ccc(NC(=O)c2cccnc2)c([N+](=O)[O-])c1 | 123* | i | -2.4
87 | Cc1cc(=O)[nH]c(SCCCOc2ccc3c(c2)CCC3)n1 | 10 | i | .
88 | CC(C)Nc1ccc(C(CC(N)=O)NC(=O)Cc2ccc(Cl)cc2)cc1[N+](=O)[O-] (stereo not given) | 23 | i | -0.7
89 | O=C(CNC1CCCCC1)NCC1(c2ccccc2)CCCC1 | 22 | i | -0.8
90 | CN(C)c1cc[n+](CC(=O)Nc2cccc([N+](=O)[O-])c2)cc1 | 16 | i | .
91 | Cc1cc(C(=O)CSc2cccc[n+]2[O-])c(C)n1-c1ccc(OC(F)F)cc1 | 23 | i | 3.1
92 | CCOc1[nH]n(-c2ccccc2)c(=O)c1C=Nc1ccccc1 | -5 | i | -2.5
93 | O=c1cc(-c2ccccc2)nc(SCc2ccccc2)[nH]1 | 1 | i | -0.4
94 | CCCCN(C(=O)C1CSC2(C)CCC(=O)N12)c1c(N)n(CC(C)C)c(=O)[nH]c1=O (stereo not given) | 1 | . | -0.7
95 | C/C(=N\NC(=O)c1nnn(-c2nonc2N)c1-c1cccs1)c1ccncc1 | 22 | i | -1.2
96 | O=C1[C@H]2[C@@H](c3ccc(F)cc3)N3C(=O)N(c4ccc(Br)cc4)C(=O)[C@@]3(Cc3ccc(Cl)cc3)[C@H]2C(=O)N1C1CCCCC1 | 30 | i | -3.9
97 | Cc1ccc(C(=O)C2=C(O)C(=O)N(CC3CCCO3)C2c2ccccc2F)o1 (stereo not given) | 2 | i | -1.7
98 | Cc1cc(N/C=C\c2nnnn2-c2ccc(F)cc2)no1 | 8 | i | -3.7
99 | Cc1ccc(CCN2CCN=C2Nc2ccccc2)cc1 | 16 | . | -1.4

Random draw from the library (roughly 2.7% active in at least one column).
